From PubChem
Tat transport = E. coli Tat export inhibitors, primary screen, MC4100, TorA-mCherry reporter, fluorescence, single point | inhibition, % at 10 µM | hit rate 0.036% among 340,000 | AID 488895, 2010;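 active = mean replicate inhibition at least 50% and at least half of replicates individually reaching 50%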;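 also: exported cargo escapes ClpAP degradation while cytoplasmic cargo is degraded and loses fluorescence; 0% = median of neutral control wells and 100% = median of NaSCN control wells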
AddAB inh = growth inhibition of E. coli expressing H. pylori AddAB, primary screen, AddAB inhibitor project, absorbance | inhibition, % at 11.9 µM | hit rate 0.29% among 330,000 | AID 435030, 2010; in the data active = inhibition above about 12%;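 also: 0% = vehicle wells of infected cells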
E coli growth = E. coli V3065 growth inhibition, primary screen, counter-screen for AddAB inhibitor project, absorbance, OD600 | 18 h | inhibition, % at 11.9 µM | hit rate 0.27% among 330,000 | AID 449728, 2010;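 active = inhibition above the campaign's mean inhibition across all tested compounds plus 3 SD, cut at about 9.9% in these data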;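 also: uninfected addAB+ strain grown without phage in ampicillin broth; 0% = DMSO wells and 100% = ciprofloxacin 0.95 µg/ml wells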
HTR5A inv ctr = HTR5A inverse agonists in luminescence cell assay, primary screen, counter-screen for OPRM1-OPRD1 heterodimer inverse agonist project, full-deck HTS. HTR5A cell line, inverse agonism. hit rate 0.083% among 340,000. AID 504634, 2011. inhibition, % at 9.3 µM. 5-hydroxytryptamine receptor 5A (Homo sapiens), P47898; in the data active = inhibition mostly above about 23%, no sharp cut-off; inactive = mostly below about 18%;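 also: 0% = cells with DMSO and 100% = no-cell wells with DMSO; some compounds called inactive have numbers as strong as hits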
Target sequence (P47898 whole entry, looked up): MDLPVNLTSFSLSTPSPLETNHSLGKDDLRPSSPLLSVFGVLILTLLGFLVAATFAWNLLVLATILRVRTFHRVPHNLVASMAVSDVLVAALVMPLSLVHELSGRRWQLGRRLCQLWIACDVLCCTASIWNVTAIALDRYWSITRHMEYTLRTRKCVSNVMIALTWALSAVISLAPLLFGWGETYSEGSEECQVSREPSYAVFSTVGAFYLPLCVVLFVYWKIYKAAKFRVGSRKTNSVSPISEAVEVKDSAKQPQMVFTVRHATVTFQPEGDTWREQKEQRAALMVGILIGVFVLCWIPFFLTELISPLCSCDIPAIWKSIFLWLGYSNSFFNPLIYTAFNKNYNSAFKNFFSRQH
phage Ecoli inh = growth loss of phage-infected E. coli, primary screen, RecBCD inhibitor project, absorbance, with phage, HTS; inhibition, % at 11.9 µM; hit rate 0.26% among 360,000; in the data active = inhibition above about 11%
PfHsp90 set2 = growth inhibition of PfHsp90-expressing yeast, primary screen, antimalarial PfHsp90 inhibitor project, S. cerevisiae, BacTiter-Glo luminescence, single point, set 2; inhibition, % at 9.4 µM; hit rate 0.32% among 310,000; BacTiter-Glo ATP, 48 h; yeast lacking PDR1 and PDR3 efflux regulators; AID 504621, 2011;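 active = every replicate shows inhibition above about 80%, whatever the replicate mean, limit read from the data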;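 also: 0% = DMSO neutral controls and 100% = 20 µM radicicol positive controls; yeast relying on Plasmodium falciparum Hsp90 in place of its own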
MOR-DOR inv ag = inverse agonists of MOR-DOR heterodimerization, primary screen, cell-based, luminescence | Mu-type opioid receptor (Homo sapiens) + Delta-type opioid receptor (Homo sapiens), … | cell-based MOR-DOR heterodimer luminescence, inverse agonism | inhibition, % at 9.3 µM | hit rate 0.21% among 340,000 | AID 504357, 2011; in the data active = inhibition above about 22%, passing the limit was not always enough;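 also: 0% = cells with DMSO and 100% = wells without cells with DMSO; values of inactives mirror those of a sister screen read the other way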
MOR-DOR ag = agonists of OPRM1-OPRD1 heterodimerization, primary screen, cell-based, luminescence | Mu-type opioid receptor (Homo sapiens) + Delta-type opioid receptor (Homo sapiens), … | cells | activation, % at 9.3 µM | hit rate 0.3% among 340,000; in the data active = activation above about 18%;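 also: 0% = vehicle-treated cells and 100% = reference agonist; values of inactives mirror those of a sister screen read the other way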
PKA-R1A act = activators of PKA-R1A holoenzyme, primary screen, biochemical, fluorescence polarization, Cy5-IP20, bovine R1A, mouse PKAc | cAMP-dependent protein kinase type I-alpha regulatory subunit (Bos taurus) + … | PKA-R1A dissociation; scaled: DMSO 0%, 113 µM cGMP 100% | activation, % at 11.4 µM | hit rate 0.083% among 340,000;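 active = percent activation above the mean of all tested compounds plus 3 SD, cut at about 19% in these data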;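 also: higher means more PKAc released from R1A so a rise in polarization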
PKA-R2B act = activators of PKA-R2B holoenzyme, primary screen, biochemical, fluorescence polarization, Cy5-IP20, human; activation, % at 11.4 µM; PKA-R2B holoenzyme dissociation; R2B truncated from residue 108, S112A mutant; 0% DMSO only, 100% 113 µM cGMP; AID 504700, 2011; hit rate 0.079% among 340,000;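 active = activation above a cutoff set at the mean over all compounds plus 3 SD, cut at about 18% in these data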;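 also: higher means more holoenzyme dissociation and a rise in polarization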
Target sequence (P31323 whole entry, looked up, other chains not shown, the tested form may be a part): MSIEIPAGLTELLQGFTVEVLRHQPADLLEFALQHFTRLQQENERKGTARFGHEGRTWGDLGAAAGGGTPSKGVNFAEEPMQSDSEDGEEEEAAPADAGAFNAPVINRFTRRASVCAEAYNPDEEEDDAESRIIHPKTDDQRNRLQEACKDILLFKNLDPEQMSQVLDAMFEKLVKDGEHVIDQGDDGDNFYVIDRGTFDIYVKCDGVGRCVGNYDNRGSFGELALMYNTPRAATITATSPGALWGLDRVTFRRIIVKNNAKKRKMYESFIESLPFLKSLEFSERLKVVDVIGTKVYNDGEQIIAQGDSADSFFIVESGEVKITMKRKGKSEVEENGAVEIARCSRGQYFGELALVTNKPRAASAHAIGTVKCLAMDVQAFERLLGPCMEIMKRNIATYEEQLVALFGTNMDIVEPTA
SUMO Mot1 rescue = yeast Mot1-301 growth rescue at high temperature, primary screen, SUMOylation pathway inhibitor project, S. cerevisiae, ATP luminescence, 38.5C; growth rescue, % at 18.8 µM; AID 2716, 2010; hit rate 1% among 320,000; S. cerevisiae Mot1-301 growth rescue; percent above DMSO median, 100 means doubled;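 active = every valid replicate shows activation above 250% relative to neutral control wells; inactive = the rest, any valid replicate at or below 250%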;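 also: OY570 slx delta 5 strain wells were the positive control but not used for scaling; some compounds called inactive have numbers as strong as hits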
* = called active by the depositor; x = not tested or not shown.

SMILES	Tat transport	AddAB inh	E coli growth	HTR5A inv ctr	phage Ecoli inh	PfHsp90 set2	MOR-DOR inv ag	MOR-DOR ag	PKA-R1A act	PKA-R2B act	SUMO Mot1 rescue
CCCCCCCCSc1nnc(/N=C/N(C)C)s1	6	2.3	-0.6	-37	1.6	-24	3	-0.5	10	4	-25
O=c1cc(O)nc(SCc2ccccc2Cl)[nH]1	-6	5.5	0.8	14	1.8	x	1	-0.2	-2	1	2
CSc1c2c(nc3ncnn13)CCC2	-10	-1.7	-0.5	-26	3.8	x	17	-3.2	-4	-17	59
COc1cccc(CNC(=O)c2ccc(S(=O)(=O)N3CCOCC3)cc2)c1	-2	x	x	1	4.1	-8	17	-3.5	-9	4	x
CCOC(=O)C(C)(C)Sc1nc2c(cnn2-c2ccc(F)cc2)c(=O)[nH]1	-1	1.0	0.8	-6	-1.1	-2	6	-1.2	-7	-10	178
COc1cccc(N/C(N)=N/c2nc(C(F)(F)F)cc(C(F)(F)F)n2)c1	-19	1.2	3.1	-16	3.2	3	-29	5.5	-23	-6	179
CCC(C)c1ccc(NC(=S)N2CCN(C(=O)C3CCCO3)CC2)cc1 (stereo unspecified)	-5	3.5	-2.0	6	3.1	11	5	-1.2	-10	-1	-10
CC(C)c1cc(C(=O)Nc2cccc(Cl)c2)no1	-3	3.5	1.1	12	3.3	14	-21	3.7	-9	-11	6
CC(=O)c1ccc(S(=O)(=O)N(Cc2cc3cc4c(cc3[nH]c2=O)OCCO4)CC2CCCO2)cc1 (stereo unspecified)	3	2.1	0.7	-6	3.6	-7	-13	2.1	-3	-1	-6
COc1ccc(NC(=O)C(=O)NCC2CCCN2S(=O)(=O)c2cc(C)ccc2C)cc1 (stereo unspecified)	5	2.3	3.3	2	2.4	x	10	-1.9	1	-6	7
Cc1ccc2nc(-c3cccc(S(=O)(=O)N(C)C)c3)cn2c1	-3	1.8	0.2	0	-0.9	-8	-17	2.9	3	-4	-3
CC(=O)N1CCOc2ccc(S(=O)(=O)NCCc3ccc(C)cc3)cc21	3	2.7	2.1	-4	1.4	-18	-2	0.3	2	-5	1
O=[N+]([O-])c1ccc2nc(C3CCCCC3)[nH]c2c1	-9	3.9	0.8	13	-0.9	-16	0	0.1	0	4	4
CCOc1ccccc1NC(=S)N(CCN(C)C)C(C)c1ccncc1 (stereo unspecified)	1	-0.7	0.8	8	0.7	-7	-3	0.5	-16	-4	-17
N#Cc1c(NC(=O)COC(=O)c2ccc(F)cc2)sc2c1CCC2	8	-0.3	2.7	6	2.3	-20	-49	8.4	-2	1	40
Nc1nonc1NC(=O)NN=C1CCCCC1	10	5.5	2.1	-47	2.4	-5	-2	0.3	-4	-2	-17
COc1ccccc1CNC(=O)C1(NC(=O)Nc2ccc(C)cc2)CCCCC1	2	0.0	0.8	-20	2.6	-2	-4	0.7	-8	5	-13
CN(C)c1ccc(C=Nc2ccccc2C(N)=O)cc1	-1	2.4	0.4	-30	2.5	43	6	-1.3	-10	7	65
O=C(c1ccco1)N1CCN(Cc2nnc(-c3cccc(Cl)c3)o2)CC1	-4	2.8	-1.1	-6	-0.4	-2	16	-2.9	9	13	105
CC1(C2CC(C(F)(F)F)n3nc(C(=O)O)cc3N2)CC1 (stereo unspecified)	0	0.2	-0.2	-2	2.0	12	14	-2.6	-1	-2	1
Cc1cccc(NC(=O)c2ccoc2C)n1	1	2.4	1.4	-3	0.0	x	12	-2.5	-3	-3	-11
CCCC(=O)Nc1ccc(C(=O)NCC2CCCO2)cc1 (stereo unspecified)	-4	-0.2	0.4	-3	1.2	-29	9	-1.8	1	-5	-10
Cc1ccc2nc(SCc3nc4c(cnn4-c4ccccc4)c(=O)[nH]3)[nH]c2c1	1	0.8	0.4	-23	0.6	-17	-18	3.5	-16	2	-4
COc1ccc(-n2c(SCC(=O)Nc3cc(C)on3)nc3c([nH]c4ccccc43)c2=O)cc1OC	2	-0.1	-3.6	-3	0.9	-7	24	-4.3	-9	-1	-1

Given with two lines to a compound: part of the list above
Sequence of screens: Tat transport	AddAB inh	E coli growth	HTR5A inv ctr	phage Ecoli inh	PfHsp90 set2	MOR-DOR inv ag	MOR-DOR ag	PKA-R1A act	PKA-R2B act	SUMO Mot1 rescue
O=C(c1ccco1)N1CCN(Cc2nnc(-c3cccc(Cl)c3)o2)CC1
  -4	2.8	-1.1	-6	-0.4	-2	16	-2.9	9	13	105
CC1(C2CC(C(F)(F)F)n3nc(C(=O)O)cc3N2)CC1 (stereo unspecified)
  0	0.2	-0.2	-2	2.0	12	14	-2.6	-1	-2	1
Cc1cccc(NC(=O)c2ccoc2C)n1
  1	2.4	1.4	-3	0.0	x	12	-2.5	-3	-3	-11
CCCC(=O)Nc1ccc(C(=O)NCC2CCCO2)cc1 (stereo unspecified)
  -4	-0.2	0.4	-3	1.2	-29	9	-1.8	1	-5	-10
Cc1ccc2nc(SCc3nc4c(cnn4-c4ccccc4)c(=O)[nH]3)[nH]c2c1
  1	0.8	0.4	-23	0.6	-17	-18	3.5	-16	2	-4

Other structures
SMILES	Tat transport	AddAB inh	E coli growth	HTR5A inv ctr	phage Ecoli inh	PfHsp90 set2	MOR-DOR inv ag	MOR-DOR ag	PKA-R1A act	PKA-R2B act	SUMO Mot1 rescue
Cc1ccc(N(CC(=O)NC(C)(C)C)C(=O)CNC(=O)c2cccs2)c(C)c1	-7	3.3	1.8	2	2.2	-14	4	-0.9	-7	-2	-1
O=C(CCN=C1NS(=O)(=O)c2ccccc21)OCC(=O)c1ccc(F)c(F)c1	7	3.3	0.7	-14	1.1	x	8	-1.2	5	-3	-12
COc1ccc(/C(N)=N/OC(=O)Cc2ccccc2OC)cc1	-7	2.6	-0.1	-9	1.6	-33	-14	2.9	0	-10	13
CCc1ccc(/C(C)=N/Nc2cc(Cl)nc(C)n2)cc1	13	1.3	-0.2	22	1.2	-28	2	-0.4	-18	-13	423
CNc1ccc(Br)cc(C(=O)/C=C/c2cccc(OC)c2OC)c1=O	11	0.2	-1.0	-3	1.2	0	5	-1.1	-11	-1	11
O=C(OCC(=O)c1cccs1)C1=COCCO1	9	3.9	-1.3	-6	2.5	15	6	-1.3	9	4	6
Cc1ccc(C)c(-c2cc(C(=O)Nc3nccs3)c3ccccc3n2)c1	-1	-1.1	-1.3	-30	-0.9	21	-4	0.8	-11	1	6
CC(C)n1c(O)c(/C=C2\C=NN=C2c2ccccc2)sc1=S	5	-0.8	-2.5	9	-0.4	3	5	-0.9	-4	-4	-16
O=C(NC1CCCCC1)c1ccc2[nH]c(=O)c(=O)[nH]c2c1	-5	3.6	-1.6	-5	2.2	26	19	-3.6	8	2	3
CCOCCCNC(=O)c1cc2c(s1)-c1ccccc1SC2	-2	-0.9	-0.7	-8	1.0	-3	9	-1.5	1	1	25
N#CCN1CCN(CCC(=O)Nc2ccc(OCc3ccccc3)cc2)CC1	1	2.2	0.3	-40	4.2	11	7	-1.2	1	-1	9
O=C(Nc1ccncc1)OCc1ccccc1	6	2.0	1.3	12	1.8	-2	0	-0.1	-8	-2	1
O=C(NCCC1=CCCCC1)c1ccc(Cl)c(S(=O)(=O)N2CCOCC2)c1	-3	1.9	0.5	1	-0.2	38	12	-2.2	-9	-3	-8
CC1C=Cc2ccccc2N1C(=O)c1ccccc1 (stereo unspecified)	3	2.6	-1.1	3	2.0	1	-11	2.0	10	1	11
CC1CN(N=Cc2ccc([N+](=O)[O-])o2)C(=N)O1 (stereo unspecified)	12	x	x	-32	46*	-5	-11	2.3	2	3	x
O=C(/C=C/c1ccc(Cl)cc1)Nc1ccc(S(=O)(=O)Nc2ncccn2)cc1	9	4.0	-0.6	-8	2.5	-19	2	-0.4	-6	5	34
COC(=O)c1cc(=O)n(-c2ccccc2)c(=Nc2ccccc2)s1	-2	1.7	-1.5	-11	1.0	4	-2	0.3	-9	-1	-20
O=S(=O)(Nc1cccc(S(=O)(=O)N2CCOCC2)c1)c1ccc(Cl)s1	-7	2.9	-0.9	-20	4.7	0	-5	0.8	-3	2	-2
Cc1ncc(S(=O)(=O)c2ccc(Cl)cc2)c(N)n1	-2	4.0	1.5	-23	-2.3	-37	9	-1.8	0	6	-22
CCOc1ccc2c(c1)-c1c(ssc1=S)C(C)(C)N2C(=O)CSC1=NCCS1	7	0.5	-0.6	8	0.9	-37	1	-0.2	-8	-7	6
CC(=O)Nc1ccc(S(=O)(=O)NCCC(=O)N2CCN(C(c3ccccc3)c3ccccc3)CC2)cc1	5	0.5	1.1	0	0.5	-4	15	-2.7	-14	-17	-7
CCCc1nc(NC(C)=O)c(C#N)c(-c2ccco2)c1CC	7	-1.0	-0.2	-27	2.4	x	2	-0.4	-3	-1	-10
N#Cc1c(-c2ccccc2)nc(N2CCOCC2)[nH]c1=O	-6	2.2	1.6	-4	2.1	-18	2	-0.6	7	0	4
CCOC(=O)c1ccc(NC(=O)N2C3CCCC2CC(NC(C)=O)C3)cc1 (stereo unspecified)	-3	-0.1	-1.1	-16	1.6	-7	-3	0.7	-6	0	-11
COc1cc(/C=C(\C#N)c2[nH]nc(N)c2C#N)cc(OC)c1O	4	-0.4	-3.7	9	0.6	5	0	0.0	0	9	-7
CC(Cc1ccccc1)C(=O)N(C)Cc1ccccc1 (stereo unspecified)	-11	0.1	-1.4	-19	0.9	x	-4	0.7	5	4	2
CCC(=O)c1c[nH]c(C(=O)NCC2CCCO2)c1 (stereo unspecified)	-8	2.0	0.7	5	0.2	3	-1	0.3	-16	-2	-5
Cc1cccc2c(=O)c(-c3ccc(Cl)cc3)c(NC(=O)c3ccco3)oc12	3	0.1	-1.4	-6	-1.9	2	8	-1.4	7	-9	-23
CC(=O)c1cc2c(cc1NS(=O)(=O)c1ccccc1F)OCO2	26	3.2	-2.0	20	4.0	3	4	-0.7	-24	-13	-10
C[C@@H]1CN(C(=O)c2nc3ccc(Cl)cn3c2CN[C@H]2CCCCNC2=O)C[C@H](C)O1	-6	2.0	-0.9	2	3.7	-1	19	-3.6	-14	-2	-10
O=C(Nc1cccc(S(=O)(=O)N2CCOCC2)c1)c1ccco1	0	0.2	-1.3	-15	4.4	x	14	-2.5	-7	-12	104
